Source: PubChem BioAssay
p53ts 32C kill – p53ts cell cytotoxicity, permissive temperature | Potency, µM (series often up to 46.1 µM), without a hit: at the highest dose activity change, negative = cytotoxicity, usual class: cytotoxic | H1299-p53A138V at 32C, ATP luminescence viability, 24 h | actives 0.93% (n = 130,000);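 note: 0% = DMSO and -100% = full killing by reference compound; nearly all actives have a fitted effect of over 55% in size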
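Cells: H1299 p53ts (A138V), 600/well, pre-incubated 16–30 h at 37C. Cpd up to 46 uM, 24 h, 32C. Readout: ATPlite luminescence, 20 min RT. Normalization: DMSO vs tamoxifen 100 uM. AC50 by Hill equation.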
Peg3 imprint – induces erasure of genomic imprints in mouse ES cells | mouse ES Peg3-LacZ reporter, beta-gal luminescence, 40 h | Potency, µM (highest dose often 60.7 µM), inactives show at the highest dose activity change, positive = activation, usual class: activators | actives 0.02% (n = 110,000) | AID 1948;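 note: 0% = negative control wells on the plate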
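Readout: BetaGlo luminescence (5 min, room temp) for LacZ from the normally silent maternal Peg3 allele in female Peg3LacZ-Neo ES cells. Cells 300/well, 40 h, 37C, 5% CO2. Data normalized per plate to negative controls.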
p53ts 39C kill – kills p53ts cells at the nonpermissive temperature | H1299-p53A138V viability at 39C, ATP luminescence, 24 h | actives 1.5% (n = 130,000) | Potency, µM (top dose mostly 46.1 µM), inactives show at the highest dose activity change, negative = cell killing, hits mostly cytotoxic; note: nearly all actives have a fitted effect of over 55% in size
IkB sig inh – inhibitors of IkB signaling in ABC-DLBCL cells; Potency, µM (doses to about 57.1 µM), without a hit: at the top dose IkBa stabilization activation; actives 0.04% (n = 110,000); ABC-DLBCL IkBa-CBG/CBR dual luciferase ratio, 4 h; response scale: scaled: untreated 0%, proteasome inhibitor 100%; active = well fitted curve in the direction sought with a large enough effect in the signal ratio, not every such curve was filed as active; inconclusive = small, poorly fitted or top-dose-only effect, or a change in a side signal; the % refers to the signal ratio;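 note: the direction sought is a rising ratio; 0% = basal untreated cells and 100% = reference inhibitor full response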
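Curves were fitted separately to fusion (green), unfused (red) and ratio luminescence, then classed by r2, magnitude and activity. Cells: OCI-Ly3, 4 h compound plus doxycycline at 37C; 10 uM MG-132 defined full response.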
* hit, by the source's call; [ ] = dose if it differs, or a comment. Unless noted, calls come from the whole dose curve; as a rule, active = well fitted curve in the direction sought with a large enough effect; inconclusive = small, poorly fitted or top-dose-only effect, or another doubt; inactive = no such curve, though single readings can be large; an effect the other way counts as inactive or inconclusive. Unless noted, % is set by controls: 0 for no effect and ±100 for the full control effect; potency is the fitted concentration of half-maximal effect.

What do the screens show for `COc1ccc(C(=O)N2CCC[C@@]3(CCN(Cc4ccncc4)C3)C2)cc1`?
p53ts 32C kill: 1%; p53ts 39C kill: 6%; IkB sig inh: 1.2%[11.4 µM]

Results for O=S(=O)(Nc1ccc(F)cc1)N1CCCCCC1 ?
p53ts 32C kill: -5%; Peg3 imprint: -3%; p53ts 39C kill: 8%; IkB sig inh: 1.5%

What do the screens show for `COc1ccccc1NC(=O)CCN1C(=O)C2CC=C(Cl)CC2C1=O` (centres undefined)?
p53ts 32C kill: 21%; Peg3 imprint: -4%; p53ts 39C kill: 0%; IkB sig inh: 0.1%

What do the screens show for `O=C(O)CC1=C(O)C(=O)N(c2ccccc2)C1c1ccccc1` (centres undefined)?
p53ts 32C kill: -12%; p53ts 39C kill: 4%

Results for COC(=O)CC1=C(C)C(=O)CC2C(C)(C)CCCC12C (centres undefined) ?
p53ts 32C kill: 10%; Peg3 imprint: -13%; p53ts 39C kill: 7%; IkB sig inh: 3.2%

Results for CCOc1ccc(OCC)c(NC(=O)CN(C)S(=O)(=O)c2cccc3nsnc23)c1 ?
p53ts 32C kill: -11%; Peg3 imprint: -20%; p53ts 39C kill: -21%; IkB sig inh: -0.4%

How did O=C1C2CC=CCC2C(=O)N1CNc1ccccc1 (centres undefined) do in these assays?
p53ts 32C kill: 12%; p53ts 39C kill: 3%

What do the screens show for `COc1ccc(CNC(=O)C2CCN(C(=O)N3CCOc4ccc(Cl)cc43)CC2)cc1`?
p53ts 32C kill: 6%; Peg3 imprint: -6%[10.9 µM]; p53ts 39C kill: -12%; IkB sig inh: -1.5%

How did Cc1c(C(=O)NCc2cccc(F)c2)oc2c1-c1[nH]ncc1CC2 do in these assays?
p53ts 32C kill: 0%; Peg3 imprint: -18%[10.9 µM]; p53ts 39C kill: -22%; IkB sig inh: -1.8%

Results for COc1cccc(C2C(C(=O)c3cc4ccccc4o3)=C(O)C(=O)N2c2cc(C)on2)c1OC (centres undefined) ?
p53ts 32C kill: 11%; Peg3 imprint: inconclusive; p53ts 39C kill: 3%; IkB sig inh: 1.8%

What do the screens show for `CC(C)CC(NS(=O)(=O)c1ccc2c(c1)oc(=O)n2C)C(=O)NCc1cccnc1` (centres undefined)?
p53ts 32C kill: -2%; Peg3 imprint: 15%; p53ts 39C kill: -3%; IkB sig inh: -2.2%

What do the screens show for `COc1ccc(-n2c(-c3ccco3)nc3c(cnn3-c3ccccc3C)c2=O)cc1`?
p53ts 32C kill: 4%; Peg3 imprint: 27%[10.9 µM]; p53ts 39C kill: 1%; IkB sig inh: 0.4%

What do the screens show for `Cc1cc(C)n2nc(CNS(=O)(=O)c3ccc(Cl)cc3)nc2n1`?
p53ts 32C kill: -4%; Peg3 imprint: 6%[10.9 µM]; p53ts 39C kill: -10%; IkB sig inh: -0.1%

What do the screens show for `Cc1ccc(-n2ncc(C(=O)Nc3ccc4c(c3)OCO4)c2C2CCN(C(=O)OC(C)(C)C)CC2)cc1`?
p53ts 32C kill: 1%; Peg3 imprint: -5%[10.9 µM]; p53ts 39C kill: 13%; IkB sig inh: 7.6%

Results for COc1cccc(NC(=O)c2oc3ccccc3c2NC(=O)c2cc3ccccc3o2)c1 ?
p53ts 32C kill: -12%; Peg3 imprint: -13%[10.9 µM]; p53ts 39C kill: inconclusive; IkB sig inh: inconclusive

How did O=C(c1ccc(=O)[nH]c1)N(Cc1ccco1)C1(C(=O)NC2CCCCC2)CCCCC1 do in these assays?
p53ts 32C kill: -1%; Peg3 imprint: 3%; p53ts 39C kill: -7%; IkB sig inh: -1.1%

How did NC(=O)C1CCN(C(=O)CSc2nc3c(c(-c4ccccc4)n2)CCCC3)CC1 do in these assays?
p53ts 32C kill: 1%; Peg3 imprint: 4%; p53ts 39C kill: 5%; IkB sig inh: 1.4%

Results for O=S(=O)(c1ccccc1)N1CCC2(CC1)CN(C(c1ccccc1)c1ccccc1)C2 ?
p53ts 32C kill: 3%; p53ts 39C kill: 3%; IkB sig inh: 7.1%[11.4 µM]

Results for COc1ccc(OC)c(N(CC(=O)N2CCCCC2)S(=O)(=O)c2ccc(OC)c(OC)c2)c1 ?
p53ts 32C kill: 2%; p53ts 39C kill: 3%

How did Cc1cc(C)n(C(=O)CCCCCCCC(=O)n2nc(C)cc2C)n1 do in these assays?
p53ts 32C kill: 0%; p53ts 39C kill: -9%

How did CN(Cc1cccs1)S(=O)(=O)c1cccs1 do in these assays?
p53ts 32C kill: 11%; Peg3 imprint: -14%; p53ts 39C kill: 1%; IkB sig inh: 1.3%

Results for COc1ccc(C#CC2C=CC(Oc3cc(C)cc(C)c3)C(CO)O2)cc1 (centres undefined) ?
p53ts 32C kill: -4%[9.22 µM]; p53ts 39C kill: -4%[9.22 µM]

Results for COc1ccc(C)cc1NC(=O)CSc1nnc(-c2ccco2)n1Cc1ccco1 ?
p53ts 32C kill: -9%; Peg3 imprint: -18%; p53ts 39C kill: -2%; IkB sig inh: 0.7%

How did O=C(NCc1cccc(F)c1)C1CCN(c2nc3ccccc3nc2C(F)(F)F)CC1 do in these assays?
p53ts 32C kill: -7%; Peg3 imprint: 10%[10.9 µM]; p53ts 39C kill: -23%; IkB sig inh: -3.3%

Some of these compounds in order of SMILES length, rising:
How did CN(Cc1cccs1)S(=O)(=O)c1cccs1 do in these assays?
p53ts 32C kill: 11%; Peg3 imprint: -14%; p53ts 39C kill: 1%; IkB sig inh: 1.3%

How did Cc1c(C(=O)NCc2cccc(F)c2)oc2c1-c1[nH]ncc1CC2 do in these assays?
p53ts 32C kill: 0%; Peg3 imprint: -18%[10.9 µM]; p53ts 39C kill: -22%; IkB sig inh: -1.8%

Results for COc1ccc(C#CC2C=CC(Oc3cc(C)cc(C)c3)C(CO)O2)cc1 (centres undefined) ?
p53ts 32C kill: -4%[9.22 µM]; p53ts 39C kill: -4%[9.22 µM]

Results for COc1ccc(OC)c(N(CC(=O)N2CCCCC2)S(=O)(=O)c2ccc(OC)c(OC)c2)c1 ?
p53ts 32C kill: 2%; p53ts 39C kill: 3%

Next section:
How did CS(=O)(=O)c1ccc(-c2nnc(NC(=O)c3ccc4c(c3)OCCO4)o2)cc1 do in these assays?
p53ts 32C kill: -3%; Peg3 imprint: -4%[10.9 µM]; p53ts 39C kill: -9%; IkB sig inh: inconclusive

Results for CCc1ccc(CNC(=O)C2CCCN(c3nnc(C)c4c(C)n(-c5ccc(OC)cc5)nc34)C2)cc1 (centres undefined) ?
p53ts 32C kill: inconclusive; Peg3 imprint: 27%[10.9 µM]; p53ts 39C kill: 34%[activator]; IkB sig inh: -1.5%

How did CCCCN(C)S(=O)(=O)c1ccc(C(=O)Nc2sc3c(c2C(N)=O)CC(C)(C)NC3(C)C)cc1 do in these assays?
p53ts 32C kill: -4%; Peg3 imprint: -16%[10.9 µM]; p53ts 39C kill: -12%; IkB sig inh: 0.3%

Results for Cc1ccccc1Nc1nn2c(=O)c3ccccc3nc2s1 ?
p53ts 32C kill: inconclusive; Peg3 imprint: -29%; p53ts 39C kill: inconclusive; IkB sig inh: -0.4%

Results for O=C(O)c1ccc(OCc2occc2C(=O)O)cc1 ?
p53ts 32C kill: 2%; Peg3 imprint: -12%; p53ts 39C kill: 2%; IkB sig inh: 0.1%

How did CCn1cc(C(=O)NCc2ccccc2Cl)c(=O)c2cc(S(=O)(=O)N3CCCCCC3)ccc21 do in these assays?
p53ts 32C kill: -4%; Peg3 imprint: -7%[10.9 µM]; p53ts 39C kill: 0%; IkB sig inh: -0.5%

How did COc1cc(Nc2ncnc3onc(-c4ccc(Cl)cc4)c23)cc(OC)c1 do in these assays?
p53ts 32C kill: 3%; Peg3 imprint: 6%[10.9 µM]; p53ts 39C kill: -7%; IkB sig inh: 2.1%

How did Cc1ccc2nc(-c3c[nH]c4ccccc34)c(Nc3ccccc3C)n2c1 do in these assays?
p53ts 32C kill: -1%; Peg3 imprint: -9%[10.9 µM]; p53ts 39C kill: 6%; IkB sig inh: inconclusive

What do the screens show for `O=C1c2ccccc2C(=O)C1(c1ccccc1)N1CCN(c2cccc(C(F)(F)F)c2)CC1`?
p53ts 32C kill: 5%; Peg3 imprint: -5%[10.9 µM]; p53ts 39C kill: -18%; IkB sig inh: inconclusive

How did CN(C)C(=O)Oc1cccc([N+](C)(C)C)c1 do in these assays?
p53ts 32C kill: -3%; Peg3 imprint: -12%; p53ts 39C kill: -6%; IkB sig inh: -0.5%[25.6 µM]

Results for C=CCn1c(SCC(=O)NCC(=O)OCC)nnc1-c1ccccn1 ?
p53ts 32C kill: -1%; Peg3 imprint: 16%; p53ts 39C kill: -6%; IkB sig inh: -0.4%

How did CCOC(=O)c1c(NC(=O)C(F)(OC)C(F)(F)F)sc2c1CCN(C)C2 (centres undefined) do in these assays?
p53ts 32C kill: 3%; Peg3 imprint: -26%; p53ts 39C kill: -12%; IkB sig inh: 0.9%

Random excerpt: 2 entries already listed
What do the screens show for `O=C1c2ccccc2C(=O)C1(c1ccccc1)N1CCN(c2cccc(C(F)(F)F)c2)CC1`?
p53ts 32C kill: 5%; Peg3 imprint: -5%[10.9 µM]; p53ts 39C kill: -18%; IkB sig inh: inconclusive

How did CCOC(=O)c1c(NC(=O)C(F)(OC)C(F)(F)F)sc2c1CCN(C)C2 (centres undefined) do in these assays?
p53ts 32C kill: 3%; Peg3 imprint: -26%; p53ts 39C kill: -12%; IkB sig inh: 0.9%

(cont.)
Results for CCc1ccc(NC(=O)c2ccc3c(c2)C(=O)N(Cc2ccco2)C3=O)cc1 ?
p53ts 32C kill: -10%; Peg3 imprint: -2%; p53ts 39C kill: -18%; IkB sig inh: 6.4%

What do the screens show for `CCSc1nc(=O)n(-c2ccccc2)c(C)c1C(C)=O`?
p53ts 32C kill: -1%; Peg3 imprint: -26%; p53ts 39C kill: 1%; IkB sig inh: -2.6%

How did O=C(COc1ccc(Cl)cc1)N1CCN(c2ncccn2)CC1 do in these assays?
p53ts 32C kill: 1%; Peg3 imprint: -7%; p53ts 39C kill: 3%; IkB sig inh: -0.3%

What do the screens show for `Cc1ccc(-c2nc3cc(N)ccc3o2)c(C)c1`?
p53ts 32C kill: 9%; Peg3 imprint: -12%; p53ts 39C kill: 7%; IkB sig inh: 1.1%

What do the screens show for `C[C@H]1O[C@@H](CC(=O)O)Cc2c1c(O)c1c(O)cc(-c3cc(=O)c4c(=O)c5c(c(=O)c=4c3=O)C[C@H](CC(=O)O)O[C@@H]5C)c(O)c1c2O`?
p53ts 32C kill: 4%[9.22 µM]; Peg3 imprint: -9%[10.9 µM]; p53ts 39C kill: 1%[9.22 µM]; IkB sig inh: 9.4%[11.4 µM]

How did Cc1c(C(=O)NCCc2ccccc2)oc2ccc(S(=O)(=O)N3CCC4(CC3)OCCO4)cc12 do in these assays?
p53ts 32C kill: inconclusive; Peg3 imprint: -19%; p53ts 39C kill: 4%; IkB sig inh: inconclusive

How did CC1=CC(C)C2C(=O)N(CCC[N+](C)(C)C)C(=O)C2C1 (centres undefined) do in these assays?
p53ts 32C kill: -9%; Peg3 imprint: 3%; p53ts 39C kill: -10%; IkB sig inh: -0.9%

Results for Cc1ccc2nc(-c3ccc(F)cc3)c(NC(C)(C)CC(C)(C)C)n2c1 ?
p53ts 32C kill: -24%; Peg3 imprint: -7%[10.9 µM]; p53ts 39C kill: inconclusive; IkB sig inh: inconclusive

What do the screens show for `CN1CCc2cc3c(cc2C(=O)Cc2ccc4c(c2C1)OCO4)OCO3`?
p53ts 32C kill: -11%; Peg3 imprint: -19%; p53ts 39C kill: -6%; IkB sig inh: 2.8%[11.4 µM]

How did COc1ccc(OC)c(NC(=O)Cn2c(=O)n(CC3CCCO3)c(=O)c3cc(OC)c(OC)cc32)c1 (centres undefined) do in these assays?
p53ts 32C kill: 14%; Peg3 imprint: -12%[10.9 µM]; p53ts 39C kill: -25%; IkB sig inh: -2.5%

What do the screens show for `Cc1c(C(=O)N2CCOCC2)[nH]c2c1C(=O)CC(c1ccc(Cl)cc1)C2` (centres undefined)?
p53ts 32C kill: inconclusive; Peg3 imprint: inconclusive; p53ts 39C kill: -11%; IkB sig inh: inconclusive

Results for Cc1ccc(-n2nc(C)c3c(C)c(CCC(=O)NCc4ccccc4Cl)c(C)nc32)cc1 ?
p53ts 32C kill: -8%; Peg3 imprint: 8%[10.9 µM]; p53ts 39C kill: inconclusive; IkB sig inh: inconclusive
